ROC1-CUL1 inh: inhibitors of human ROC1-CUL1 ubiquitin ligase activity; actives 0.6% (n = 140,000); in vitro K48 di-Ub FRET, acceptor:donor ratio, 45 min; inhibition, % at 10 µM; in the data active = inhibition above about 25%
Target sequence (P62877 whole entry, looked up): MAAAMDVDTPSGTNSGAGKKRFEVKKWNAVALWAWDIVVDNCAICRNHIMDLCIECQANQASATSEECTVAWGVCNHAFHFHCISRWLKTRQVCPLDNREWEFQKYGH
Target sequence (Q13616 whole entry, looked up): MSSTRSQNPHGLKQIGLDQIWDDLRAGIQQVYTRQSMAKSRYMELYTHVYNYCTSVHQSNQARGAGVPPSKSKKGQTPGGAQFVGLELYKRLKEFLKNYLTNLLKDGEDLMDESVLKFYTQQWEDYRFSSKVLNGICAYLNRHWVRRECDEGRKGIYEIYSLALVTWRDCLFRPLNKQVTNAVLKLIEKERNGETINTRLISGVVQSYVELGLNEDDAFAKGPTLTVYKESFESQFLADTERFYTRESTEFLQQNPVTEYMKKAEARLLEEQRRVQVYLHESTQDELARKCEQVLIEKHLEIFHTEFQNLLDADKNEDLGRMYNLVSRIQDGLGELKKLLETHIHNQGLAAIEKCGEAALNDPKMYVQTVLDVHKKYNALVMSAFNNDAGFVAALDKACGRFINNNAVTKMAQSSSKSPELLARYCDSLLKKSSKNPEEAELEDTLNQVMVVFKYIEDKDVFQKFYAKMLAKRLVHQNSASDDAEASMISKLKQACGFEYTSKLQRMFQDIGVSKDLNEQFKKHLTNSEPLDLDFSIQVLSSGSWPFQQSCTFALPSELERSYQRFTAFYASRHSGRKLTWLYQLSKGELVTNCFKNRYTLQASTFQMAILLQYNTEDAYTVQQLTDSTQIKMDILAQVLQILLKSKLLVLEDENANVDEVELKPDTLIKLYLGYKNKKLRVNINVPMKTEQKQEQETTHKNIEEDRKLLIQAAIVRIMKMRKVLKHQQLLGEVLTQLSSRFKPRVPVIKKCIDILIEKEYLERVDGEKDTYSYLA
An asterisk follows results filed as active; & = joins results of further samples.

CNC(=O)c1c(NC(=O)c2cccs2)sc2c1CCC(C(C)(C)C)C2 (configuration not stated) was read as ROC1-CUL1 inh 1.
Screening CCCC(=O)Nc1ccc2c(c1)Cc1ccccc1-2 returned ROC1-CUL1 inh 13.
`C=C(C)CCSc1nnc(-c2ccncc2)o1` gave ROC1-CUL1 inh -2.
Screening O=C(Nc1ccc(I)cc1C(=O)NCC1CCCO1)c1ccc(Cl)cc1 (configuration not stated) returned ROC1-CUL1 inh 3.
Cc1cc(/C=C2\C(=O)NC(=O)N(c3ccc(C45CC6CC(CC(C6)C4)C5)cc3)C2=O)c(C)n1-c1ccc2ncccc2c1 was read as ROC1-CUL1 inh -11.
`COC(=O)CSc1nc2sc3c(c2c(=O)n1Cc1ccccc1)CC(C(C)C)OC3` (configuration not stated) gave ROC1-CUL1 inh 5.
`Cc1cc(C)c(C(=O)N2CCC(C3CCN(Cc4cccnc4)CC3)C2)o1` (configuration not stated) gave ROC1-CUL1 inh 3.
Screening COc1ccc(CCNC(=O)c2cccc(NS(=O)(=O)c3ccccc3F)c2)cc1OC returned ROC1-CUL1 inh 2.
Screening COc1ccc(CCCN2C(=O)O[C@@H]3CN(Cc4nccs4)C[C@@H]32)cc1 returned ROC1-CUL1 inh 1.
CC(C)n1cc(CN2CCc3[nH]nc(-c4ccccc4)c3C2)cn1 was read as ROC1-CUL1 inh -10.
`CCCCN(CC)CCCNC(=O)Nc1sc2nc3n(c(=O)c2c1C)CCC(C)CC3` (configuration not stated) gave ROC1-CUL1 inh 6.
`CC(=O)Nn1c(=S)[nH]nc(C)c1=O` gave ROC1-CUL1 inh 0.
COc1cc(C(=O)NCC(c2cccs2)S(=O)(=O)c2cccs2)cc(OC)c1OC (configuration not stated) was read as ROC1-CUL1 inh 7.
CCCc1cc(C(=O)Nc2cccc(C#N)c2)n(C)n1 was read as ROC1-CUL1 inh -2.
Screening CCCCC(NC(=O)CCN1C(=O)c2ccccc2C1=O)c1ccccc1 (configuration not stated) returned ROC1-CUL1 inh 3.
Screening COCC(=O)Nc1cc(C(=O)NC2CCN(Cc3ccccc3)C2)c2c(c1)nc(C1CCC1)n2C (configuration not stated) returned ROC1-CUL1 inh -2.
Screening O=C1c2cc(Cl)c(Cl)cc2C(=O)N1CNc1cccc(Cl)c1Cl returned ROC1-CUL1 inh -2.
Cc1ccc(CNS(=O)(=O)Cc2ccc(F)cc2)cc1 was read as ROC1-CUL1 inh 7.
COc1cc(C(NC(=O)CC(C)C)NC(=O)CC(C)C)ccc1OCCC(C)C was read as ROC1-CUL1 inh -1.
For COCCO[C@H]1[C@H](NC(=O)C(C)C)c2ccccc2C12CCN(C(=O)c1cc(F)cc(F)c1)CC2 the results were ROC1-CUL1 inh 5.

Brought forward from above: 2 compounds, then new ones.
COc1cc(C(NC(=O)CC(C)C)NC(=O)CC(C)C)ccc1OCCC(C)C was read as ROC1-CUL1 inh -1.
For COCCO[C@H]1[C@H](NC(=O)C(C)C)c2ccccc2C12CCN(C(=O)c1cc(F)cc(F)c1)CC2 the results were ROC1-CUL1 inh 5.
Screening S=c1[nH]nc(Cn2nnc3ccccc32)o1 returned ROC1-CUL1 inh 2.
`Cc1c(Cl)cccc1NC(=O)C(C)n1c(=O)cc(-c2ccccc2)c2c(C)nn(C)c21` (configuration not stated) gave ROC1-CUL1 inh -1.
For CC1(O)CC(=O)C(C(=O)OCc2ccccc2)C(c2ccccc2)C1C(=O)OCc1ccccc1 (configuration not stated) the results were ROC1-CUL1 inh -2.
For COc1ccc(NC(=O)c2cc(S(=O)(=O)N3CCOCC3)ccc2OC)cc1 the results were ROC1-CUL1 inh -12.
`C=CCc1cccc(/C=N/NC(=O)CSc2nc3ccccc3n2Cc2ccccc2)c1O` gave ROC1-CUL1 inh -7.
`COc1cccc([C@@H]2[C@H]3CCCC=C3C(C#N)C(=N)C2(C#N)C#N)c1OC` (some centres not stated) gave ROC1-CUL1 inh 13.
CCOc1ccc(CCNC(=O)c2c3c(nc4ccccc24)C(=O)N(C2CCCCC2)C3)cc1 was read as ROC1-CUL1 inh 1.
`Cc1ccc(-n2nc3c(N4CCC(C(=O)NCCc5ccccc5C)CC4)nnc(C)c3c2C)cc1` gave ROC1-CUL1 inh 5.
For O=C(c1ccc(Cl)s1)N1CCN(c2cccc(C(F)(F)F)c2)CC1 the results were ROC1-CUL1 inh -4.
O=S(=O)(Nc1ccccc1C(F)(F)F)c1ccc(N2CCCCS2(=O)=O)cc1 was read as ROC1-CUL1 inh 4.
Screening C=CCNC(=O)c1cccc2c1-c1ccccc1C2=O returned ROC1-CUL1 inh 2.
COc1ccc(-c2onc(C)c2C)cc1S(=O)(=O)N(C)Cc1ccccc1 was read as ROC1-CUL1 inh -3.
`S=C(NCCc1ccccn1)Nc1ccc(Cl)cc1` gave ROC1-CUL1 inh -2.
For Cc1cccc2c(=O)[nH]c(=O)[nH]c12 the results were ROC1-CUL1 inh -4.
Cc1ccccc1CCNC(=O)c1cc2ccccn2n1 was read as ROC1-CUL1 inh 0.
N#Cc1ccc(N2CCN(c3nccnc3C#N)CC2)cc1 was read as ROC1-CUL1 inh 2.
Screening COc1ccc(C)cc1N1CC(C(=O)N2CCOCC2)CC1=O (configuration not stated) returned ROC1-CUL1 inh 2.
Screening CC(C)OCCCNC(=O)NC(=O)C(F)(F)F returned ROC1-CUL1 inh 1.
Screening C=CCNC(=S)NNC(=O)CCN1CCOCC1 returned ROC1-CUL1 inh -4.
Screening Cn1c(=O)c2sccc2n2c(CCC(=O)N3CCN(c4ccc(F)cc4)CC3)nnc12 returned ROC1-CUL1 inh -1.

Four records drawn at random from the list so far, as already listed:
`S=C(NCCc1ccccn1)Nc1ccc(Cl)cc1` gave ROC1-CUL1 inh -2.
CNC(=O)c1c(NC(=O)c2cccs2)sc2c1CCC(C(C)(C)C)C2 (configuration not stated) was read as ROC1-CUL1 inh 1.
Screening O=C(Nc1ccc(I)cc1C(=O)NCC1CCCO1)c1ccc(Cl)cc1 (configuration not stated) returned ROC1-CUL1 inh 3.
Screening CC(C)OCCCNC(=O)NC(=O)C(F)(F)F returned ROC1-CUL1 inh 1.

Further records.
For C=CCN1CC(c2nc(-c3cnn(C)c3)c(C)[nH]2)CC1=O (configuration not stated) the results were ROC1-CUL1 inh -1.
CCN(CC)c1ccc(CNCCCSc2nnnn2C)cc1 was read as ROC1-CUL1 inh 2.
COC(=O)/C=C/c1ccc(OS(=O)(=O)c2cc(Cl)ccc2Cl)cc1 was read as ROC1-CUL1 inh 1.
For O=C1C(Oc2ccc(Cl)cc2)C(c2ccc3c(c2)OCO3)N1c1cccc(Cl)c1 (configuration not stated) the results were ROC1-CUL1 inh -5.
For CC1=CC(=O)C(C=Nc2ccc(Cl)cn2)C(=O)O1 (configuration not stated) the results were ROC1-CUL1 inh 8.
Cn1ncc([N+](=O)[O-])c1N1CCOCC1 was read as ROC1-CUL1 inh -7.
For CN(C)c1ncc2c(n1)CCCC2NC(=O)CN1CCCCC1=O (configuration not stated) the results were ROC1-CUL1 inh 6.
For Cc1nc2c(n1C1CC(C)(C)NC(C)(C)C1)C(=O)c1ccccc1C2=O the results were ROC1-CUL1 inh 7.
CCOC(=O)c1cnn(-c2ccccc2)c1NC(=O)CSc1nnc2c3ccccc3n(C)c2n1 was read as ROC1-CUL1 inh 0.
Screening Cc1cc(C(=O)N(C)C)sc1-c1ccccc1 returned ROC1-CUL1 inh 5.
For Cc1c(CCC(=O)NCCc2ccc(Cl)cc2)c(=O)oc2c(C)c(O)ccc12 the results were ROC1-CUL1 inh 1.
COCCn1c(=O)c2c(nc3n2CCCN3c2ccc(C)c(Cl)c2)n(C)c1=O was read as ROC1-CUL1 inh 7.
c1ccc(CSCCc2ccncc2)cc1 was read as ROC1-CUL1 inh -6.
For CCOC(=O)N1CCN(S(=O)(=O)Cc2cccc(Cl)c2)CC1 the results were ROC1-CUL1 inh 5.
Screening Cc1nn(-c2ccccc2)c(OC(=O)c2cccc(Br)c2)c1S(=O)(=O)c1ccccc1 returned ROC1-CUL1 inh -8.
`COC(=O)[C@H](Cc1ccccc1)NC1CCN(c2cccc(NC(=O)CC3CCCC3)c2)CC1` gave ROC1-CUL1 inh 8.
Screening c1c[nH]c(CNC2CCCN(CC3CCCCC3)C2)n1 (configuration not stated) returned ROC1-CUL1 inh 11.
`CC(C)C(=O)NC(=S)Nc1ccc(C#N)cc1` gave ROC1-CUL1 inh 0.
COc1ccc(C(=O)NCc2nnc(SCC(=O)NC3CCCCC3C)n2C)cc1 (configuration not stated) was read as ROC1-CUL1 inh -9.
Cc1ccccc1CCC1CCCN(C(=O)CCN2CCCO2)C1 (configuration not stated) was read as ROC1-CUL1 inh 4.
For COc1ccc2cc(C(C)c3nc4ccccc4c(=O)n3N)ccc2c1 (configuration not stated) the results were ROC1-CUL1 inh -1.
For CCN(CCN1CCCC1)C(=O)c1csc2nc(-c3ccc(F)cc3)cn12 the results were ROC1-CUL1 inh 2.
Screening CCOC(=O)c1cnc2ccc(OCC)cc2c1Nc1ccc(OCc2ccccc2Cl)cc1 returned ROC1-CUL1 inh -1.
`Cc1c(N2C(=O)c3cccc4cccc(c34)C2=O)cnn1C` gave ROC1-CUL1 inh 5.
`CCC12CN3CC(CC)(CN(C1)C3c1ccc(OCc3ccccc3)cc1)C2=O` (configuration not stated) gave ROC1-CUL1 inh -5.
For Cn1ncc(Br)c1C(=O)N1CCCC1 the results were ROC1-CUL1 inh -4.
For CCC1(C)CC(=O)c2c(ccc3oc(C(=O)NCc4ccccc4)c(C)c23)O1 (configuration not stated) the results were ROC1-CUL1 inh 1.
CN(CCCSc1ccccc1)C(=O)Cn1ncc(N(C)C)cc1=O was read as ROC1-CUL1 inh 0.
For Cc1ccc(N2C(=O)NC(=O)C3C2=NC(c2cccnc2)=NC3(C(F)(F)F)C(F)(F)F)cc1 (configuration not stated) the results were ROC1-CUL1 inh 2.
O=C(NCCc1ccncc1)c1coc(CN2CCN(c3ccccc3F)CC2)n1 was read as ROC1-CUL1 inh -1.
For N#Cc1ccccc1NC(=O)COc1ccc(Cl)cc1Br the results were ROC1-CUL1 inh 1.
For N#C/C(=N/Nc1ccccc1Cl)C(=O)c1ccc(Cl)cc1 the results were ROC1-CUL1 inh -3.
Screening COc1ccc(C2CC(c3ccc4ccccc4c3)=NN2C(=O)CN2N=NC3C(=O)N(c4ccc(C)cc4)C(=O)C32)cc1 (configuration not stated) returned ROC1-CUL1 inh -4.
Cc1cc(NC(=O)c2c(C)noc2C)ccc1Br was read as ROC1-CUL1 inh -6.
`COc1cc(C2CC(C(F)(F)F)n3ncc(C(=O)Nc4ccc(C(C)O)cc4)c3N2)cc(OC)c1OC` (configuration not stated) gave ROC1-CUL1 inh 7.
For Nc1c(C(=O)Nc2ccc(Br)cc2)sc2nc(-c3ccncc3)ccc12 the results were ROC1-CUL1 inh 5&-1.
For CCOC(=O)C1CCC(NCC2CCN(c3cnn(C)c(=O)c3)C2)CC1 (configuration not stated) the results were ROC1-CUL1 inh -7.
CCCCN(C)CCNC(=O)Cn1ncc2c([nH]c3ccccc32)c1=O was read as ROC1-CUL1 inh -5.
For COc1ccc(O)c(/C=N/NC(=O)c2ncn(Cc3ccc([N+](=O)[O-])cc3)c2C(=O)N/N=C/c2cc(OC)ccc2O)c1 the results were ROC1-CUL1 inh -6.
For COc1ccc(S(=O)(=O)N2CCN(C)CC2)cc1C(=O)NC1CCCC1 the results were ROC1-CUL1 inh 5.

Taken from above (two entries):
For COc1ccc2cc(C(C)c3nc4ccccc4c(=O)n3N)ccc2c1 (configuration not stated) the results were ROC1-CUL1 inh -1.
For CCN(CCN1CCCC1)C(=O)c1csc2nc(-c3ccc(F)cc3)cn12 the results were ROC1-CUL1 inh 2.

Sorted by length of the SMILES (ascending): 3 of the compounds above
CN(CCCSc1ccccc1)C(=O)Cn1ncc(N(C)C)cc1=O was read as ROC1-CUL1 inh 0.
For CCOC(=O)C1CCC(NCC2CCN(c3cnn(C)c(=O)c3)C2)CC1 (configuration not stated) the results were ROC1-CUL1 inh -7.
Screening COc1ccc(C2CC(c3ccc4ccccc4c3)=NN2C(=O)CN2N=NC3C(=O)N(c4ccc(C)cc4)C(=O)C32)cc1 (configuration not stated) returned ROC1-CUL1 inh -4.

Remaining list, next part:
C/C=C/CN1N=C(C)C(C)n2c1nc1c2c(=O)n(C)c(=O)n1C (configuration not stated) was read as ROC1-CUL1 inh -5.
For Cn1c(=O)c2ccccc2c2c(=O)c(C(=O)c3ccccc3)c(-c3ccccc3)oc21 the results were ROC1-CUL1 inh -4.
`CCN(CC)S(=O)(=O)c1ccc(NC(=O)c2ccccn2)cc1` gave ROC1-CUL1 inh 0.
O=C(Nc1ccc2c(c1)nc1n2CCOC1)C1CCCCC1 was read as ROC1-CUL1 inh 0.
Screening CCC1CN(Cc2cc3ccccc3[nH]2)Cc2cc(OC)ccc2O1 (configuration not stated) returned ROC1-CUL1 inh 1.
Screening CSc1cccc(NC(=O)c2ccc(Cl)cc2Cl)c1 returned ROC1-CUL1 inh 5.
`Nc1ccc(Sc2ccccc2CO)cc1` gave ROC1-CUL1 inh 5.
`COCCOc1ccc(C(N)=O)cc1Br` gave ROC1-CUL1 inh 0.
CS(=O)(=O)n1c(Cc2ccccc2)nc2ccccc21 was read as ROC1-CUL1 inh 5.
For O=C(C1CCC1)N1CCN(Cc2ccc(Cl)c(Cl)c2)CC1 the results were ROC1-CUL1 inh 2.
`O=C(O)c1ccccc1CCc1ccc(Cl)s1` gave ROC1-CUL1 inh 0.
Screening Cc1cccc(OC(=O)Cc2ccc(Cl)cc2)c1C returned ROC1-CUL1 inh 2.
For Cc1cccc(N(CC(=O)NCc2ccccc2)S(C)(=O)=O)c1C the results were ROC1-CUL1 inh 10.
`N#CC1(C#N)C(c2cc3c(cc2Cl)OCO3)[C@@H]1C(=O)C12CC3CC(CC(C3)C1)C2` (some centres not stated) gave ROC1-CUL1 inh -7.
For CN1CCN(S(=O)(=O)c2cnccc2N2CCN(c3cccc(Cl)c3)CC2)CC1 the results were ROC1-CUL1 inh 5.
CN(C(=O)c1cccs1)C(Cc1ccccc1)C1CCN(C(=O)C2=CCCC2)CC1 (configuration not stated) was read as ROC1-CUL1 inh 6.
`N/N=C1\CCCc2c1[nH]c1ccc(F)cc21` gave ROC1-CUL1 inh 8.
COc1ccc(CCNC(=O)c2sc3nc(-c4cccs4)ccc3c2N)cc1OC was read as ROC1-CUL1 inh -1.

Screens: PubChem, Icahn School of Medicine at Mount Sinai

The list is partial; the hit share may differ from the screen's.
